HTT aggregate = qHTS Multiplex Assay to Identify Dual Action Probes in a Cell Model of Huntington: Aggregate Formation (GFP) | 220,000 compounds, 1.1% hits | PC12 HttQ103-GFP aggregates, Acumen cytometry, 40 h | Potency, µM (highest dose often 46.1 µM), for inactives: at the highest dose activity change, negative = inhibition, usual class: inhibitors; also: % is scaled to controls: 0 for no effect and ±100 for the full control effect; nearly all actives have a fitted effect of over 60% in size
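Read-out: GFP aggregate count by laser scanning cytometer (488 nm excitation, 500-530 nm emission, 1–25 µm objects >6 SD above background). Cells: PC12, inducible HTTex1-Q103-GFP, 100 nM tebufenozide; compounds titrated.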
JMJD2E inh = qHTS Assay for Inhibitors of Human Jumonji Domain Containing 2E (JMJD2E). Lysine-specific demethylase 4E (Homo sapiens), B2RXH2. JMJD2E catalytic domain, FDH-coupled NADH fluorescence (FDH is formaldehyde dehydrogenase). Potency, µM (top dose mostly 57.1 µM), for the others: at the top dose activity change, negative = inhibition, actives largely listed as inhibitors. 230,000 compounds, 1.6% hits. AID 2147, 2009; active = well fitted inhibition curve with a large enough effect, not every such curve was filed as active; inconclusive = small, poorly fitted or top-dose-only effect, or another doubt; inactive = no such curve, though single readings can be large or run the other way;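 also: 0% = wells with enzyme and -100% = buffer wells without enzyme; nearly all actives have a fitted effect of over 50% in size; many of its hits are not listed in these tables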
Target sequence (B2RXH2 1-337 limits assumed): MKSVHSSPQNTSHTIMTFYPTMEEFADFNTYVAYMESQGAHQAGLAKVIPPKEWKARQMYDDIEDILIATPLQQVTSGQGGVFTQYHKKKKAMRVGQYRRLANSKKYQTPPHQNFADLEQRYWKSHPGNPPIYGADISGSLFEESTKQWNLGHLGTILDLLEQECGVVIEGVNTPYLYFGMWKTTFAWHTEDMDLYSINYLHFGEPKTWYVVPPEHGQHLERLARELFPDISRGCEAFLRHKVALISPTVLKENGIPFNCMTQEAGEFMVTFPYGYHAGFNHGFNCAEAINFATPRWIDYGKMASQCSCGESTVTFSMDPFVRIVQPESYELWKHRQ
HTT cytoprotect = qHTS Multiplex Assay to Identify Dual Action Probes in a Cell Model of Huntington: Cytoprotection (ATP) | AID 1471, 2008 | 230,000 compounds, 0.14% hits | Potency, µM (top dose mostly 56.4 µM), for inactives: cytoprotection (ATP increase), usual class: activators | PC12 HTT-Q103 induced, cytoprotection, ATP luminescence, 40 h;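 also: % of control where 0% means no effect; nearly all actives have a fitted effect of over 45% in size; toxic huntingtin expression switched on by the ecdysone agonist tebufenozide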
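Stable PC12 Q103-GFP cells in serum-supplemented, phenol red-free DMEM; induction by tebufenozide at 100 nM final; compound dose series; cell viability quantified luminescently from ATP.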
SMN2 splice up = qHTS Assay for Enhancers of SMN2 Splice Variant Expression | AID 1458, 2008 | 210,000 compounds, 2.8% hits | Potency, µM (top dose mostly 46.1 µM), for inactives: at the top dose activity change, positive = activation, most hits filed as activators | HEK293 SMN2-luciferase splicing reporter, luminescence, 30-36 h; also: % of control where 0% means no effect; nearly all actives have a fitted effect of over 55% in size
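qHTS luciferase splicing reporter: luminescence rises when SMN2 exon 7 is included in transfected HEK293 cells. Compound exposure lasted 30-36 h at 37C, with 4.5 mM final sodium butyrate as control, followed by a ONE-Glo read.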
Tau fibril ThT = qHTS for Inhibitors of Tau Fibril Formation, Thioflavin T Binding | Microtubule-associated protein tau (Homo sapiens), P10636 | recombinant tau K18 P301L, heparin-induced fibrillization, ThT fluorescence | Potency, µM (highest dose often 57.4 µM), inactives show top-dose activity, negative = inhibition, actives largely listed as inhibitors | 270,000 compounds, 2.1% hits | AID 1460, 2008; also: % is scaled to controls: 0 for no effect and ±100 for the full control effect; nearly all actives have a fitted effect of over 55% in size
Target sequence (P10636 561-689 P618L limits assumed): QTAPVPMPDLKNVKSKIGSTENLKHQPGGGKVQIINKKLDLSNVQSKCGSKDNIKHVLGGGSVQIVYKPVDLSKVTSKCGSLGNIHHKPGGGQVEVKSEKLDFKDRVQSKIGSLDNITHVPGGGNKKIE
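In this qHTS, human K18 P301L tau is incubated with compound and heparin for 6 hr at 37 C, and Thioflavin T fluorescence then reports fibril load.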
Tau FP inhib = qHTS for Inhibitors of Tau Fibril Formation, Fluorescence Polarization. Microtubule-associated protein tau (Homo sapiens), P10636. K18 P301L tau heparin fibrillization, Alexa594 FP, 6 h. Potency, µM (doses to about 57.7 µM), without a hit: at the highest dose activity, negative = inhibition, usual class: inhibitors. 280,000 compounds, 0.39% hits; also: % is scaled to controls: 0 for no effect and ±100 for the full control effect; nearly all actives have a fitted effect of over 55% in size
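Compound effects on tau fibrillization are measured by Alexa 594 fluorescence polarization (ex 555, em 632 nm). K18 P301L tau is used at 15 uM with 0.24 uM labeled tracer, and 20 uM heparin induces aggregation over 6 hr at 37 C.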
ALDH1A1 inh = qHTS Assay for Inhibitors of Aldehyde Dehydrogenase 1 (ALDH1A1); Purified ALDH1A1, NADH fluorescence, propionaldehyde substrate; AID 1030, 2008; 220,000 compounds, 7.3% hits; Potency, µM (doses to about 75.3 µM), for the others: at the highest dose activity, negative = inhibition, actives largely listed as inhibitors; Aldehyde dehydrogenase 1A1 (Homo sapiens), P00352; active = well fitted inhibition curve with a large enough effect, not every such curve was filed as active; inconclusive = small, poorly fitted or top-dose-only effect, or another doubt; inactive = no such curve, though single readings can be large or run the other way;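 also: plate controls were no enzyme wells and a reference inhibitor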
Target sequence (P00352 whole entry, looked up): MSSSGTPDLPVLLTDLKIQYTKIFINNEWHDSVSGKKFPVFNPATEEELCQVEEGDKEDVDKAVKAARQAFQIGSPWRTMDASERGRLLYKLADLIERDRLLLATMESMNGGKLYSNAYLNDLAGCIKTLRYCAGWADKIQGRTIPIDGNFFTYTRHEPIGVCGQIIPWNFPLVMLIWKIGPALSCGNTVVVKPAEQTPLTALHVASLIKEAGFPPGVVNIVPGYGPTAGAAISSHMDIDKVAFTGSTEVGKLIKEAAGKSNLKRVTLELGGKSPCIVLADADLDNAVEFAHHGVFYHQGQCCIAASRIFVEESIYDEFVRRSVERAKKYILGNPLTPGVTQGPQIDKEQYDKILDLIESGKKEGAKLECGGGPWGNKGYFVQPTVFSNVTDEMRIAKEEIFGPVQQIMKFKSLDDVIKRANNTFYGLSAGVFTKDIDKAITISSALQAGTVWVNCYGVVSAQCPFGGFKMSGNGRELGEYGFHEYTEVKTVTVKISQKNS
Tau fluor cs = Counterscreen qHTS for Inhibitors of Tau Fibril Formation, Fluorescence Polarization | tau K18 P301L Alexa594 fluorescence, heparin fibrillization | Potency, µM (top dose mostly 57.7 µM), for the others: at the top dose activity change, negative = decrease | 280,000 compounds, 0.93% hits; also: % is scaled to controls: 0 for no effect and ±100 for the full control effect; nearly all actives have a fitted effect of over 55% in size
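Human tau K18 P301L (15 uM unlabeled, 0.24 uM Alexa 594-labeled) in 100 mM sodium acetate pH 7 with 20 uM heparin, 6 hr at 37 C. ThT 30 uM added, 1 hr ambient; Alexa 594 FP and total fluorescence read at 555/632 nm.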
Numbers without * were called inactive; u = inconclusive; x = not tested or not shown; [ ] = dose if it differs, or a comment. Unless noted, calls follow the shape of the dose curve; as a rule, active = well fitted curve in the direction sought with a large enough effect; inconclusive = small, poorly fitted or top-dose-only effect, or another doubt; inactive = no such curve, though single readings can be large; an effect the other way counts as inactive or inconclusive. Potency is read from the fitted curve at half-maximal effect. Not all compounds are listed; rates above refer to the full screens.

SMILES	HTT aggregate	JMJD2E inh	HTT cytoprotect	SMN2 splice up	Tau fibril ThT	Tau FP inhib	ALDH1A1 inh	Tau fluor cs
CCOC(=O)CC(=O)Nc1ccn[nH]1	23%[9.22 µM]	2%	1%[10 µM]	x	-4%	5%	-3%	-6%
CC(C)OC(=O)c1ccc(COC(=O)c2cnccn2)cc1	6%[9.22 µM]	8%	-21%	-8%	3%	-2%	-6%	2%
COC(=O)c1ccc(C(=O)OC)c(NC(=S)N2CCCCC2C)c1 (stereo unspecified)	9%	2%	-10%[10 µM]	-3%	u	-6%	u	-17%
Cc1cccc(OCC(=O)N/N=C/C=C/c2ccco2)c1	u	u	-18%[10 µM]	-12%	u	-13%	u	-22%
CCN1CCN(c2ncc(C(=O)Nc3cc(Cl)ccc3OC)c3ccccc23)CC1	-6%	1%	-33%	0%	-5%	4%	0%	-5%
Cc1c(NC(=O)c2cc3ccccc3o2)cccc1-c1nc2ccccc2o1	x	x	x	-10%	-11%	-15%	x	-20%
CC1(C)C2CCC(C2)C1(C)NC(=O)CNC1CCCCC1 (stereo unspecified)	1%	u	-33%[inhibitor]	-6%	1%	-2%	-4%	-3%
O=C(NNc1ccc(Cl)cc1)c1c(F)cccc1Cl	-4%[9.22 µM]	3%	6%[10 µM]	x	-11%	4%	-12%	-12%
COc1cc(/C=C2/CCC/C(=C\c3cc(O)c(OC)c(Cl)c3)C2=O)cc(Cl)c1O	u	0%	-96%[inhibitor]	-76%[inhibitor]	11µM*	u	14µM*	u
COc1ccc(Cn2c(SCc3ccc(C(=O)NCc4cccs4)cc3)nc3cccnc32)cc1	x	x	x	-18%	-7%	9%	x	-26%
Cc1c(NC(=O)C(F)(F)F)ccc2nc3c(=O)n(C)c(=O)n(C)c3nc12	x	x	x	8%	u	-5%	x	-17%
Cc1[nH]c2ccccc2c1/C=N/NC(=O)c1cc(C(C)(C)C)[nH]n1	-22%[9.22 µM]	u	8%[10 µM]	x	x	u	x	u
COc1ccc(-c2cc(=O)c3c(O)c(OC)c(O[C@@H]4OC(COC5OC(C)C(O)C(O)[C@@H]5O)C(O)C(O)C4O)cc3o2)cc1 (stereo partly specified)	x	u	x	-9%	-14%	12%	-5%	-2%
Cc1ccc(NC(=O)Cn2cc(S(=O)(=O)N3CCC(C)CC3)c3ccccc3c2=O)c(Br)c1	x	x	x	-5%	-10%	u	x	-22%
Cc1ccc(SCC(=O)c2ccc(CC(=O)O)s2)cc1	-30%[9.22 µM]	-10%	-19%[10 µM]	x	u	-7%	x	-13%
CCC(C)Cn1c(C)nc2ccccc21 (stereo unspecified)	20µM*	-1%	-31%	-72%[inhibitor]	2%	-8%	-2%	3%
O=C(O)c1ccc(N/N=C/C=C/c2ccccc2[N+](=O)[O-])cc1	u	3%	-50%[inhibitor]	8.9µM*	13µM*	12%	u	-26%
Cc1nnc(Sc2cc(C(=O)NCCCN(C)Cc3ccccc3)c3ccccc3n2)s1	13%	-28%	8%[10 µM]	3%	-8%	0%	7%	-4%
Cc1ccc(C)c(N2CCN(C(=O)C(C)n3c(C)c4cnn(-c5ccccc5)c(=O)c4c3C)CC2)c1 (stereo unspecified)	x	x	x	-4%	-14%	0%	x	-15%
C=CCC1Cc2c(Br)cccc2C(CC=C)N1 (stereo unspecified)	8%	u	25%[10 µM]	-8%	-11%	7%	u	-5%
O=C(CN1CCc2ccccc2C1)NCC(=O)Nc1ccc(F)cc1	-1%	-3%	-12%	7%	-12%	-5%	18%	-16%
Cc1ccc(NC(=O)c2ccccc2N(C)S(=O)(=O)c2ccccc2)c(C)c1	-5%	-3%	3%[10 µM]	12%	-13%	10%	11%	-4%
COc1ccccc1NC(=O)Nc1ccc(Br)cn1	4%	-2%	-9%[0.074 µM]	5%	-11%	-6%	12%	-11%
O=C(O)C1=C(C(=O)Nc2cc(C(F)(F)F)ccc2Cl)CCCC1	x	10%	x	4%	13%	-7%	-11%	12%
CN1CC=C2C(C#N)=C(N)C(C#N)(C#N)C(c3ccsc3)C2C1 (stereo unspecified)	9%	u	-23%	13%	16µM*	u	u	-18%
CCn1c(C(=O)NCc2ccc(F)cc2)cc2oc3ccccc3c21	x	x	x	u	-4%	u	x	u
COc1cc(OC)c2c(-c3ccccc3)cc(=O)oc2c1C(CC(=O)N1CCOCC1)c1ccc(N(C)C)cc1 (stereo unspecified)	-10%[9.22 µM]	0%	-18%[10 µM]	x	u	2%	x	-18%
O=C(NC(=S)Nc1ccccc1F)c1ccc(Br)o1	23%	-6%	-56%[inhibitor]	u	-9%	-12%	-9%	-11%
O=c1c(Cl)c(N2CCN(S(=O)(=O)c3ccccc3)CC2)cnn1-c1ccccc1	20%	6%	-5%[10 µM]	1%	7%	-10%	10%	6%
CCn1nc(C(=O)NC2=NCCS2)c2ccccc2c1=O	7%	-1%	-10%	4%	-2%	1%	u	4%
Cc1ccc(NC(=O)C23CCC(C)(C(=O)[C@H]2Br)C3(C)C)cc1 (stereo partly specified)	-12%[9.22 µM]	3%	-16%[10 µM]	x	-11%	1%	x	-12%
COC(=O)c1ccc(S(=O)(=O)NCc2ccco2)n1C	8%[9.22 µM]	6%	30%[10 µM]	x	-1%	-8%	x	-5%
Cc1ccc(CC(=O)NCCC(=O)O)cc1	-3%[9.22 µM]	4%	7%[10 µM]	x	-5%	-4%	x	-4%
COC(=O)c1ccc(/C=N/OCC(=O)NCc2ccc(F)cc2)cc1	7%	-3%	-14%	u	-6%	-2%	1%	-4%
COc1cccc(/C=N/NC(=O)c2c(C)nc3ccc(Br)cn23)c1O	2.2µM*	u	-155%[inhibitor]	-103%[inhibitor]	-8%	9%	u	-10%
COc1cc(C(=O)Nc2c(C)cc(C)cc2C)c(Br)c(OC)c1OC	-15%	3%	-47%[inhibitor]	-1%	-8%	10%	5%	-2%
Fc1ccc2c(c1)C1C=CCC1C(c1cc3c(cc1Br)OCO3)N2 (stereo unspecified)	-23%	-7%	-14%	-21%	-11%	1%	-3%	u
CCOc1cccc(OCCCOc2ccccc2)c1	5%[1.84 µM]	3%	4%	-4%	-20%	-8%	-2%	-15%
CNC(=S)N1CCn2cccc2C1c1ccc(F)cc1 (stereo unspecified)	19%	-10%	-21%	u	u	-6%	u	-12%
COC(=O)C1=C(CSc2nnnn2C)NC(=O)NC1c1cc(C)ccc1C (stereo unspecified)	-8%	0%	-2%	25µM*	4%	-2%	4%	-1%
C=CCOC(=O)C1=C(C)NC(SCC(=O)N(CC)CC)=C(C#N)C1c1ccco1 (stereo unspecified)	29%	-26%	8%[1.9 µM]	-28%	-6%	-1%	u	-10%
O=C(COC(=O)CNC(=O)c1ccc(Cl)cc1)Nc1ncc(C(F)(F)F)cc1Cl	26%	-27%	-2%[10 µM]	-5%	-10%	5%	1%	-15%
Cc1noc2ncnc(Sc3ccc(Cl)cc3)c12	u	-1%	-108%[inhibitor]	-1%	-9%	u	u	-13%
CCOc1ccc(C2N(c3ccc(Cl)cc3)C(=O)C3CCCN32)cc1OC (stereo unspecified)	22%	1%	-1%	-3%	-9%	3%	u	-2%
Cc1cccc(N2C(=S)NC3c4ccccc4OC2(C)C3C(=O)N(C)C)c1 (stereo unspecified)	-14%	2%	-22%	-15%	-8%	2%	7%	-10%
Cc1cc2c3nonc3ccc2n1-c1ccccc1	-31%	u	12%[10 µM]	-22%	-9%	-6%	u	-22%
CCN(CC)S(=O)(=O)c1ccc(C)c(NC(=O)COC(=O)CNC(=O)c2ccc(C(C)(C)C)cc2)c1	14%	-4%	10%[10 µM]	17%	-5%	-2%	u	-28%
CCOC(=O)N1CCN(C(=O)CSCc2ccccc2Cl)CC1	-4%	0%	x	27%	u	-2%	-3%	2%

Record cards, as listed above.
Entry for `Cc1cc2c3nonc3ccc2n1-c1ccccc1` → HTT aggregate = -31%; JMJD2E inh = u; HTT cytoprotect = 12%[10 µM]; SMN2 splice up = -22%; Tau fibril ThT = -9%; Tau FP inhib = -6%; ALDH1A1 inh = u; Tau fluor cs = -22%
Entry for `COC(=O)C1=C(CSc2nnnn2C)NC(=O)NC1c1cc(C)ccc1C` (stereo unspecified) → HTT aggregate = -8%; JMJD2E inh = 0%; HTT cytoprotect = -2%; SMN2 splice up = 25µM*; Tau fibril ThT = 4%; Tau FP inhib = -2%; ALDH1A1 inh = 4%; Tau fluor cs = -1%

(further entries)
SMILES	HTT aggregate	JMJD2E inh	HTT cytoprotect	SMN2 splice up	Tau fibril ThT	Tau FP inhib	ALDH1A1 inh	Tau fluor cs
CCc1ccc(-c2cc(C(F)(F)F)n3nc(C(=O)Nc4cnn(Cc5ccccc5C)c4)cc3n2)s1	-1%	-28%	-25%	-29%	-6%	-4%	105%[activator]	-10%
CCOC(=O)C1CCN(c2nc(-c3ccccc3)nc3c2oc2ccccc23)CC1	1%	u	-26%[0.074 µM]	15%	-17%	-8%	u	u
Cc1ccc(CNC(=O)C(CCC(N)=O)NC(=O)OCc2ccccc2)cc1 (stereo unspecified)	-23%	1%	3%[10 µM]	-13%	6%	0%	3%	6%
COc1cc(=O)[nH]c(SCc2c(F)c(F)c(F)c(F)c2F)n1	0%	7%	-8%	-18%	1%	0%	-2%	0%
Cc1cccc(NC(=O)COc2nsnc2N2CCOCC2)c1	-26%	-2%	-13%	-11%	-12%	3%	0%	-15%
Cc1cc(=O)c(C(=O)O)nn1-c1ccccc1	19%	1%	x	-10%	3%	8%	3%	8%
CCN(CC(=O)NC(C)C)C(=O)CCNC(=O)c1ccc(Cl)cc1	-5%	-4%	-2%[1.9 µM]	-15%	-4%	1%	3%	5%

Bioassay records from PubChem BioAssay.
